Source: PubChem BioAssay
SUMO1-SIM PPI: modulators of SUMO1 protein-protein interactions, primary screen, biochemical, uHTS. SUMO1 binding to a labelled peptide, TR-FRET, 1 h. 360,000 compounds, 0.33% hits. inhibition, % at 20 µM; in the data active = inhibition above about 37%
Target sequence (P63165 whole entry, looked up): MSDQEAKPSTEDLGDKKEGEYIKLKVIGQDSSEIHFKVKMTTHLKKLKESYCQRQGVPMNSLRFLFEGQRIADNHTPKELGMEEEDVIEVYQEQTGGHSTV
MsrA inhibitor: bovine MsrA enzyme inhibitors, primary screen, biochemical, absorbance, HTS; Methionine sulfoxide reductase A (Bos taurus); purified bovine MsrA, absorbance read-out; 360,000 compounds, 0.75% hits; inhibition, % at 15.5 µM; in the data active = inhibition above about 4.5%;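 also: 0% = vehicle wells with enzyme and 100% = reference inhibitor wells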
DNMT1 block: human DNMT1 methyltransferase inhibitors, primary screen, biochemical, molecular beacon, fluorescence, HinP1I cleavage, uHTS; inhibition (reported as % activation of signal), % at 10 µM; DNA (cytosine-5)-methyltransferase 1 (Homo sapiens), P26358; AID 588458, 2011; 360,000 compounds, 0.83% hits; in the data active = inhibition above about 50%
STEP inh: STEP phosphatase inhibitors, primary screen, biochemical, fluorescence intensity, uHTS; 360,000 compounds, 0.25% hits; AID 588621, 2011; Tyrosine-protein phosphatase non-receptor type 5 (Homo sapiens), P54829; inhibition, % at 20 µM; recombinant STEP, OMFP fluorogenic substrate;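 active = inhibition at 20 µM, scaled per plate between control wells, above about 37%, limit read from the data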;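 also: 0% = DMSO with enzyme and substrate and 100% = substrate only without enzyme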
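System: isolated STEP enzyme; schedule: 20 min enzyme reaction at room temperature, protected from light; medium: Bis-Tris buffer pH 6.0, 2.5 mM DTT, 0.005% Tween 20; signal: fluorescence, 480/540 nm; dosing: single compound dose of 20 µM, 1% DMSO final; also added: OMFP substrate, 25 µM final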
bovine MsrA act: bovine MsrA enzyme activators, primary screen, biochemical, absorbance, HTS. purified bovine MsrA, absorbance read-out. activation, % at 10.6 µM. 360,000 compounds, 0.3% hits. AID 602163, 2012; in the data active = activation above about 7.5%;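 also: 0% = vehicle and 100% = reference activator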
Tb MetRS inh: T. brucei MetRS inhibitors, primary screen, biochemical, luminescence; methionyl-tRNA synthetase (Trypanosoma brucei brucei); purified T. brucei MetRS, ATP depletion, Kinase-Glo luminescence; inhibition, % at 11.9 µM; 360,000 compounds, 0.4% hits; AID 624268, 2012;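 active = inhibition above a per-plate cutoff of the control wells' mean inhibition plus 3 SD, cut at about 5.5% in these data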;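 also: 0% = DMSO wells median and 100% = median of wells with control inhibitor compound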
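Assay system: T. brucei methionyl-tRNA synthetase, purified | Medium: HEPES buffer with MgCl2, KCl, DTT, spermine, BSA, pyrophosphatase | Compound: 11.9 µM single point | Incubation: 15 min enzyme-compound preincubation, 2 h reaction, 10 min detection, 25 °C | Measured by: Kinase-Glo luciferase luminescence reporting remaining unconsumed ATP | Measure: % inhibition normalized to control-well medians | Replication: Singlicate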
Scp1 inh: Scp-1 phosphatase inhibitors, primary screen, biochemical, colorimetric, uHTS; inhibition, % at 20 µM; AID 493091, 2011; 340,000 compounds, 0.88% hits; Recombinant Scp1, phosphopeptide, malachite green phosphate absorbance;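 active = inhibition above about 50% at 20 µM, limit read from the data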;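 also: plate controls were DMSO wells with enzyme for no effect and wells lacking enzyme for full effect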
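assay system = SCP-1 phosphatase catalytic domain, residues 76-261 | buffer or medium = 50 mM Tris acetate pH 5.5, 0.005% Tween-20, 10 mM MgCl2 | incubation = enzyme reaction 45 min at room temperature, colour 5 min, stabilisation 30 min | signal = Phosphate-binding colour reagent, absorbance read at 630 nm | measure = % inhibition at 20 µM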
eLon inh: inhibitors of E. coli Lon protease, primary screen, biochemical, fluorescence polarization; purified E. coli Lon protease; inhibition, % at 7.94 µM; 360,000 compounds, 0.42% hits; in the data active = inhibition above about 13%, passing the limit was not always enough;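 also: 0% = enzyme with probe and DMSO and 100% = no enzyme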
Target sequence (P0A9M0 whole entry, looked up): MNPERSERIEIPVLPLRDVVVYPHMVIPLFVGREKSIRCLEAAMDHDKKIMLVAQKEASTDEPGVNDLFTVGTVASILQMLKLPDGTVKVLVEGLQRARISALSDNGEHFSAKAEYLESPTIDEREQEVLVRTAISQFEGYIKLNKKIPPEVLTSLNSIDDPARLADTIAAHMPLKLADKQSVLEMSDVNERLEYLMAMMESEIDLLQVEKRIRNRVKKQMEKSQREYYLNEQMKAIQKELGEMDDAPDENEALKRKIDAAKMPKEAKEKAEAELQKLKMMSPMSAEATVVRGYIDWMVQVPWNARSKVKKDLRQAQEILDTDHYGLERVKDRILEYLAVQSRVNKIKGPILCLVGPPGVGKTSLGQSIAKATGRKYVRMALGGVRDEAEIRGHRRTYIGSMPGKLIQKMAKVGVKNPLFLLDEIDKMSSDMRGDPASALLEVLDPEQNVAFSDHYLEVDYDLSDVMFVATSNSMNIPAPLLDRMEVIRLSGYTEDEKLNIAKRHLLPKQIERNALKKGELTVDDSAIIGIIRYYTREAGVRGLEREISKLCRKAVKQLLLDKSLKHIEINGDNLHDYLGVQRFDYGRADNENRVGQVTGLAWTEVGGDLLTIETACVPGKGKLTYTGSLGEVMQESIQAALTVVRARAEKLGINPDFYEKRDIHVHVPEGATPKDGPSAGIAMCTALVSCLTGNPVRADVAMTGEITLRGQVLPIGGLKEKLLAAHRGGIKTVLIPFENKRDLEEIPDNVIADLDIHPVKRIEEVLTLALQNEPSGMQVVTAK
LMPTP inh: LMPTP phosphatase inhibitors, primary screen, biochemical, fluorescence intensity, uHTS | Low molecular weight phosphotyrosine protein phosphatase (Homo sapiens), P24666 | recombinant LMPTP-A, OMFP fluorogenic substrate | inhibition, % at 20 µM | 360,000 compounds, 0.22% hits | AID 651560, 2012;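 active = compounds that cut the enzyme signal by at least half of the control window in the single-dose screen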;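 also: plate controls were DMSO wells with enzyme plus substrate for no effect and substrate without enzyme for full effect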
Target sequence (P24666 whole entry, looked up): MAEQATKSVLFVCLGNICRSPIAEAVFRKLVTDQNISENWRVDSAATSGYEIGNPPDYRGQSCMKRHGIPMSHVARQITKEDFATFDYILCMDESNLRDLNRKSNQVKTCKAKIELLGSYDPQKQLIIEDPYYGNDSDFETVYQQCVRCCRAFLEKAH
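Test system – LMPTP-A enzyme · Amount – LMPTP-A at 0.625 nM final in the reaction · Buffer or medium – Bis-Tris pH 6.0, DTT, detergent · Reagent – OMFP 400 µM · Doses – single 20 µM dose · Schedule – reaction 50 min, room temperature, dark · Detection – fluorescence intensity of OMFP turnover product · Evaluation – percent inhibition versus substrate-only and uninhibited controls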
CendR NRP1 mod: modulators of CendR peptide binding to NRP-1, primary screen, biochemical, fluorescence polarization, uHTS; FAM-RPARPAR peptide binding to NRP-1; Neuropilin-1 (Homo sapiens), O14786; inhibition, % at 25 µM; AID 602438, 2012; 360,000 compounds, 0.85% hits;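 active = inhibition or corrected inhibition above about 18%, plus a signal ratio from 0.5 to 1.5, limit read from the data, passing the limit was not always enough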; also: strong numbers were not always called active
The depositor's hits bear a star; . = no result given.

SMILES,DNMT1 block,LMPTP inh,Scp1 inh,STEP inh,SUMO1-SIM PPI,Tb MetRS inh,eLon inh,MsrA inhibitor,CendR NRP1 mod,bovine MsrA act
Cc1ccc2[nH]c(=O)c(CN(CCO)C(=O)NCc3ccccc3)cc2c1,3,0.5,-4,-1,-3,-0.3,-4,1.1,4,1
Cc1ccc2oc(-c3cccc(NC(=O)C4CCCO4)c3)nc2c1 (centres undefined),19,-1.7,-10,-2,-3,-2.0,5,2.9,11,-7
C/C(=C(\C#N)C(=O)NC1CCCCC1)N(C)C,3,-1.0,-5,0,-1,-0.6,-11,0.5,-4,-2
CC1(C)OC(=O)C(=CNNc2c(Cl)cc(Cl)cc2Cl)C(=O)O1,1,0.5,-7,0,17,-0.2,14,0.0,-2,-1
Cc1nc(SCc2ccc(Br)cc2)[nH]c(=O)c1C,11,-0.5,-2,0,1,0.8,2,1.4,7,-2
CCC(NC(=O)CCc1c(C)c2cc3c(-c4ccccc4)coc3cc2oc1=O)C(=O)O (centres undefined),-1,0.3,-13,4,21,0.8,-2,1.9,-8,-2
CCOc1ccc(OCc2ccc(C(=O)N/N=C(\C)c3ccccn3)cc2)cc1,1,-1.0,-7,1,0,-0.2,-5,0.2,2,-2
CCCN(CCC)C(=O)c1c(C)[nH]c(C(=O)OCC)c1C,-1,0.4,.,2,14,0.6,-5,-0.8,-5,-1
C[C@H](NC(=O)c1nc[nH]c1C(=O)N[C@@H](CCCCN)C(=O)OC(C)(C)C)C(=O)OC(C)(C)C,3,-2.3,-6,4,2,-0.2,-15,-0.7,6,1
Cc1ccc(NC(=O)[C@@H]2CCCN2C(=O)[C@@H]2Cc3ccccc3CN2)c(C)c1,1,-2.4,1,2,1,-0.7,-9,0.1,7,-1
COC(=O)c1sc2ccccc2c1NC(=O)c1ccc(S(=O)(=O)N2CCCCC2)cc1,-3,1.3,-18,5,7,-0.4,-2,-0.9,1,3
NC(=O)c1cc([N+](=O)[O-])ccc1N1CCCCC1,2,1.4,-5,-3,-21,-0.2,-1,0.9,-1,-3
Cc1ccsc1/C=N/NS(=O)(=O)c1ccc([N+](=O)[O-])cc1,3,0.4,0,0,-26,-0.6,0,1.6,-14,-2
Cc1cccnc1C(c1ccc(F)cc1)N(C)C(=O)C1CCN(CCCOc2ccc(F)cc2)CC1 (centres undefined),3,-1.5,.,-2,5,-0.1,-16,-1.7,1,-2
CCCCC(=O)Nc1ccc(S(=O)(=O)Nc2nccc(C)n2)cc1,-9,-2.8,-4,0,-1,-0.1,-4,-0.8,-3,2

The results go on.
SMILES,DNMT1 block,LMPTP inh,Scp1 inh,STEP inh,SUMO1-SIM PPI,Tb MetRS inh,eLon inh,MsrA inhibitor,CendR NRP1 mod,bovine MsrA act
Clc1nnc2ccc(-c3ccccc3)nn12,2,-2.8,0,1,-18,-1.2,3,0.7,4,-11
CCOC(=O)C1=C(COC(=O)c2cccnc2Cl)NC(=O)NC1C (centres undefined),6,-0.8,-3,1,3,-0.2,-8,0.2,11,-3
O=C(OCCN1C(=O)c2cccc3c(N4CCOCC4)ccc(c23)C1=O)c1ccc(Cl)cc1,3,1.4,-15,-5,-52,-0.3,-22,-0.1,124,-4
Cc1ccn2c(=O)c(C(=O)NC3CCCCC3C)c(O)nc2c1 (centres undefined),1,0.7,-1,1,-2,-0.5,-6,-0.6,-4,-6
S=C1N(c2ccccc2)CN(CCN2CCOCC2)CN1c1ccccc1,0,-4.6,-7,-2,-7,-0.6,9,2.3,-1,-7
COC(=O)c1ccc(NC(=S)NC2CCc3ccccc32)cc1 (centres undefined),-3,0.5,3,1,2,-0.3,-1,-0.5,11,-1
CCS(=O)(=O)c1ccc2c(c1)N(S(C)(=O)=O)CC(C(=O)NC1CC1)O2 (centres undefined),1,0.3,-2,1,0,0.2,2,-0.8,-5,-2
O=c1c(Cl)c(Cl)cnn1Cc1nnc(-c2ccccc2Br)o1,8,2.3,-9,3,4,-0.8,-1,1.6,-1,-1
Fc1ccccc1Nc1nc(Cl)nc(Cl)n1,1,-0.7,-3,1,15,0.1,-3,1.2,1,-2
CC(=O)c1c(C)[nH]c(C(=O)Nc2cccc3ccccc23)c1C,0,-0.2,-6,0,-17,-0.6,8,0.5,6,-4
O=[N+]([O-])c1cc(S(=O)(=O)C(F)(F)F)ccc1N1CCN(c2ccccc2)CC1,0,0.7,-2,4,-15,0.1,-7,0.3,-16,-4
CN(C)C(=O)CCc1ccc2c3c([nH]c2c1)[C@]1(C)[C@@H](C(=O)N2CCOCC2)C[C@H](CC(=O)NCCN2CCOCC2)C(=O)N1CC3,6,-8.2,-1,1,-15,-0.1,-3,-0.1,0,-1
CN1C(=O)/C(=C/c2cc3c(cc2Br)OCO3)NC1=S,-1,-1.9,-1,-1,-11,0.4,5,0.5,8,-1
Cc1ccc(NC(=O)CSCC(=O)N=c2sccn2C)cc1,2,0.0,-1,-2,2,-0.1,2,0.4,9,-1
Cc1ccc(S(=O)(=O)N2CCCC2=O)c(C)c1N(C)S(C)(=O)=O,3,-0.7,-5,2,-1,0.4,1,-0.8,11,-2

More results
SMILES,DNMT1 block,LMPTP inh,Scp1 inh,STEP inh,SUMO1-SIM PPI,Tb MetRS inh,eLon inh,MsrA inhibitor,CendR NRP1 mod,bovine MsrA act
COc1ccc(S(=O)(=O)N2CCSCC2)cc1C(N)=O,-2,-1.8,0,-1,-2,0.5,-8,1.7,9,-1
O=C(NCc1ccccc1)C1C(=O)Nc2ccccc2C(=O)N1C1CCCC1 (centres undefined),.,-1.1,.,.,2,-0.4,.,0.7,9,.
COc1ccc(S(=O)(=O)N2CCN(Cc3ccc4c(c3)OCO4)CC2)cc1,2,-0.4,-4,-2,2,-0.4,43*,-0.5,0,-10
CCc1nc2ccc(C(=O)NCCCn3ccnc3)cn2c1N(CC)CCN(C)C,2,-5.5,.,0,-1,-0.3,-3,0.8,14,-5
CN1CCN(S(=O)(=O)c2cc([N+](=O)[O-])ccc2N2CCCCCC2)CC1,-1,-0.7,-7,-3,-23,0.1,-1,1.8,-1,-6
N/C(=N\OC(=O)Cc1cccs1)c1cccc([N+](=O)[O-])c1,-1,1.4,-5,1,-16,0.1,-3,0.4,9,4
CC(=O)Nc1ccc(-c2cc(-c3ccc(NC(C)=O)cc3)nc(-c3ccc(NC(C)=O)cc3)n2)cc1,-28,-2.3,-2,-2,-8,-0.6,-12,1.3,-4,-3
NS(=O)(=O)c1cccc(NC(=O)c2ccno2)c1,-1,-1.2,-4,0,-1,0.7,-7,1.2,6,-3
NS(=O)(=O)c1ccc(NC(=O)CSc2nc3ccccc3nc2N2CCOCC2)cc1,-4,0.1,-1,3,-8,0.1,-11,1.3,0,-3
O=C(Nc1ccccc1F)N1CCC(NC(=O)C23CC4CC(CC(C4)C2)C3)CC1,1,-1.2,-3,-2,-4,0.1,-1,0.5,10,-2
Cc1ccc(C)c(N2CCN(C3CCCCC3NS(=O)(=O)c3ccccc3)CC2)c1 (centres undefined),4,1.2,1,0,5,-0.6,5,.,9,-4
COc1cc(/C=C/c2ccc3cccc(O)c3n2)ccc1O,-29,8.3,-4,-1,-21,-0.4,-71,1.7,-19,-5
COC(=O)c1[nH]c2cccc(OC)c2c1NC(=O)CN1CC(C)OC(C)C1 (centres undefined),4,-0.1,-20,1,-2,-0.2,1,1.2,-1,-2
Cc1ccc(C(C)(C)C)c(SCC(=O)Nc2nnc(C)s2)c1,-8,-2.2,10,-2,4,-1.4,-8,-1.1,10,-10
CCOc1cccc(NC(=O)CSc2sc3c(O)cc(=O)[nH]c3c2C#N)c1,4,3.7,-1,5,2,-0.8,2,1.1,-21,-8

Further entries follow:
SMILES,DNMT1 block,LMPTP inh,Scp1 inh,STEP inh,SUMO1-SIM PPI,Tb MetRS inh,eLon inh,MsrA inhibitor,CendR NRP1 mod,bovine MsrA act
COC(=O)c1ccc(Cl)c(-c2ccc(/C=N/NC(=O)Nc3ccccc3)o2)c1,-1,0.2,0,0,-1,0.0,0,0.9,-1,0
Cc1nn(CCC#N)c2nc(C(F)(F)F)[nH]c(=O)c12,-1,-0.1,-8,-1,1,-0.2,1,-0.5,8,4
O=C(C1=NOC(CNc2ncc(C(F)(F)F)cc2Cl)C1)N1CCOCC1 (centres undefined),0,-1.7,-3,3,1,-1.1,-10,2.0,-7,-7
CC(C)NCC(=O)NC12CC3CC(CC(C3)C1)C2,1,-2.6,18,-3,-2,-0.9,-5,0.7,-3,-2
Cc1cc(N2CCCCC2)nc2ccc(NC(=O)c3ccc(Br)o3)cc12,-9,11,1,-2,-1,-0.3,-2,0.8,-17,-3
Cc1nn(-c2ccccc2)c(N)c1N=Nc1ccc2ccccc2c1,-13,4.9,3,-2,-16,-0.3,-2,-0.5,-9,-1
OCCCCCCNc1ccc(CCO)cc1,2,-1.4,.,0,8,0.3,-2,-0.6,20,8.6*
CC(Oc1ccccc1Cl)C(=O)Nc1ccccc1C(=O)N1CCOCC1 (centres undefined),7,-1.3,-5,-1,5,-0.5,2,-0.5,12,-2
CCOC(=O)C1CCN(S(=O)(=O)c2cccc(-c3csc(C)n3)c2)CC1,-2,-1.5,-2,2,3,-1.6,2,-0.2,10,-9
CCCCNC(=O)C1c2ccccc2OCC(=O)N1C1CC1 (centres undefined),.,-2.6,.,.,2,-0.2,2,-0.5,-4,2
COc1cccc(-c2csc(/C(C#N)=C/Nc3cc4oc5ccccc5c4cc3OC)n2)c1,-1,-1.2,-7,-4,-1,-1.0,-3,-0.1,-139,-4

Profiles, looked up by structure. Order of values: DNMT1 block	LMPTP inh	Scp1 inh	STEP inh	SUMO1-SIM PPI	Tb MetRS inh	eLon inh	MsrA inhibitor	CendR NRP1 mod	bovine MsrA act
Cc1ccc2oc(-c3cccc(NC(=O)C4CCCO4)c3)nc2c1 (centres undefined) as listed: 19	-1.7	-10	-2	-3	-2.0	5	2.9	11	-7
Cc1cccnc1C(c1ccc(F)cc1)N(C)C(=O)C1CCN(CCCOc2ccc(F)cc2)CC1 (centres undefined) as listed: 3	-1.5	.	-2	5	-0.1	-16	-1.7	1	-2
